Bioassay records (PubChem)
Epigenetic reg = Quantitative High-Throughput Screen for Regulators of Epigenetic Control. murine LDR cells, GFP reporter derepression, 30 h. 0.2% of 280,000 active. Potency, µM (series often up to 53.9 µM), without a hit: at the top dose GFP activation, most hits filed as activators; further: % of control where 0% means no effect; nearly all actives have a fitted effect of over 60% in size
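Murine LDR cells carrying a silenced, genomically integrated CMV-driven GFP reporter were exposed to compound for 30 hours at 37 C. After PBS washes, GFP-positive cells (20–120 um objects) were counted by laser-scanning microplate cytometry.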
GAA spleen mod = qHTS Assay for Inhibitors and Activators of Human alpha-Glucosidase From Spleen Homogenate. Lysosomal alpha-glucosidase (Homo sapiens), P10253. human spleen homogenate, 4-MU-alpha-glucoside fluorescence. 0.006% of 240,000 active. Potency, µM (doses to about 79.9 µM), for the others: top-dose activity change, negative = inhibition, most hits filed as inhibitors;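 further: 0% = enzyme with vehicle and -100% = no enzyme basal signal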
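AC50 values come from Hill-equation fits of concentration-response data, normalized to no-enzyme and full-activity controls. Enzyme source: 1 ug human spleen homogenate; 1 mM fluorogenic 4-MU glucoside, pH 5.0 citrate buffer, 37 C, 40 min.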
NPSR antag = qHTS Assay for Antagonists of the Neuropeptide S Receptor: cAMP Signal Transduction. Q6W5P4. Potency, µM (highest dose often 38.3 µM), without a hit: at the top dose activity change, negative = inhibition, usual class: inhibitors. CHO-NPSR cells, cAMP TR-FRET, antagonist mode. 1% of 220,000 active; further: on the % scale 0 is the no-effect control and ±100 the full control effect; nearly all actives have a fitted effect of over 50% in size; many of its hits are not listed in these tables
Target sequence (Q6W5P4 whole entry, looked up): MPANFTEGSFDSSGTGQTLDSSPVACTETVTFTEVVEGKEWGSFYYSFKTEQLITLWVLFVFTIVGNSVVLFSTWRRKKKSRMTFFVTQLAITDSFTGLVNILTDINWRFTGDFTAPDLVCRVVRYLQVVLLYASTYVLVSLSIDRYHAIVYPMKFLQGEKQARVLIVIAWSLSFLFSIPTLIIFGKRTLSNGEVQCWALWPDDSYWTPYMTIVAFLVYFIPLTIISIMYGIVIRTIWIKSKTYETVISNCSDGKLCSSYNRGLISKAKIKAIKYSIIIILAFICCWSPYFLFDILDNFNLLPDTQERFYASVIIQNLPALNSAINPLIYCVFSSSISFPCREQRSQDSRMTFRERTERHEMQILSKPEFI
GAA inhib = qHTS Assay for Inhibitors of Human alpha-Glucosidase as a Potential Chaperone Treatment of Pompe Disease; Lysosomal alpha-glucosidase (Homo sapiens), P10253; purified human GAA, 4-MU-alpha-glucoside fluorescence; Potency, µM (doses to about 76.9 µM), for the others: at the highest dose activity change, negative = inhibition, usual class: inhibitors; 0.005% of 200,000 active;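 further: plate controls were uninhibited enzyme wells for no effect and no-enzyme background for full effect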
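Human alpha-glucosidase, 4 nM, pre-mixed with test compounds before 400 uM 4-methylumbelliferyl substrate; 20 min room temperature at pH 5.0. Fluorescence read after pH 10 stop; AC50 values from Hill-equation fits.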
ALDH1A1 inh = qHTS Assay for Inhibitors of Aldehyde Dehydrogenase 1 (ALDH1A1). Purified ALDH1A1, NADH fluorescence, propionaldehyde substrate. Potency, µM (series often up to 75.3 µM), for the others: top-dose activity, negative = inhibition, most hits filed as inhibitors. 7.3% of 220,000 active. AID 1030, 2008; active means well fitted inhibition curve with a large enough effect, not every such curve was filed as active; inconclusive means small, poorly fitted or top-dose-only effect, or another doubt; inactive means no such curve, though single readings can be large or run the other way;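 further: plate controls were no enzyme wells and a reference inhibitor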
aGal spleen mod = qHTS Assay for Inhibitors and Activators of Human alpha-Galactosidase From Spleen Homogenate | Alpha-galactosidase A (Homo sapiens), P06280 | human spleen homogenate, 4MU-alpha-Gal fluorescence, 40 min | Potency, µM (titrated, usually from 80 µM), for inactives: at the highest dose activity change, negative = inhibition, actives largely listed as inhibitors | 0.008% of 240,000 active | AID 2107, 2009;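 further: 0% = enzyme with vehicle and -100% = no enzyme basal signal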
Target sequence (P06280 32-429 limits assumed): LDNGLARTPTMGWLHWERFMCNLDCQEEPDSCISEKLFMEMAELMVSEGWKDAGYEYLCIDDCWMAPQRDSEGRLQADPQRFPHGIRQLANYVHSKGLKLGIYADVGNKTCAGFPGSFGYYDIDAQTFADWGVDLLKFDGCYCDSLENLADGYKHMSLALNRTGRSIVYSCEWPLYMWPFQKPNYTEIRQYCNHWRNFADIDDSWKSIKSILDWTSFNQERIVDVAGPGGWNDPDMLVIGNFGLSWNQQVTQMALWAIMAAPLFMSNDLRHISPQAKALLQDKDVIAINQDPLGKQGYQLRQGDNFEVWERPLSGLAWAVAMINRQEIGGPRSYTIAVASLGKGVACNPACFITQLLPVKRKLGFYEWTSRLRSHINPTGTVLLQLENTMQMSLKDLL
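qHTS titration in buffer at pH 5.0. Alpha-galactosidase activity in spleen homogenate was measured via 4-methylumbelliferone release from 1 mM fluorogenic substrate after 40 min at 37C and a pH 10 stop. AC50 came from Hill fits of control-normalized data.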
Tau fluor counter = Counterscreen qHTS for Inhibitors of Tau Fibril Formation, Fluorescence Polarization; tau K18 P301L (four-repeat tau fragment) Alexa594 fluorescence, heparin fibrillization; Potency, µM (titrated, usually from 57.7 µM), for inactives: at the highest dose activity change, negative = decrease; 0.93% of 280,000 active; further: on the % scale 0 is the no-effect control and ±100 the full control effect; nearly all actives have a fitted effect of over 55% in size
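Human K18 P301L tau (15 uM unlabeled plus 0.24 uM Alexa 594-labeled, final) in 100 mM sodium acetate pH 7 was mixed with compound and 20 uM heparin and incubated 6 hr at 37 C.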
GAA glycogen = qHTS Assay for Inhibitors and Activators of Human alpha-Glucosidase Cleavage of Glycogen. Lysosomal alpha-glucosidase (Homo sapiens), P10253. recombinant GAA, glycogen substrate, Amplex Red glucose oxidase fluorescence. Potency, µM (top dose mostly 76.4 µM), without a hit: at the highest dose activity change, negative = inhibition, actives largely listed as inhibitors. 0.38% of 300,000 active;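 further: 0% = full enzyme reaction and -100% = no-enzyme basal signal; the screen sought inhibitors and activators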
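Recombinant enzyme (4 nM final) with compounds titrated up to 77 uM and bovine liver glycogen (30 ug) in citrate pH 5.0, 0.01% Tween-20, 37 C 40 min. Released glucose detected by Amplex Red/glucose oxidase (Ex 573/Em 610); AC50 from Hill fits.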
Numbers without * were called inactive; ? = inconclusive; · = not tested or not shown; [ ] = dose if it differs, or a comment. Unless noted, the call rests on the fitted dose curve; in most records, active means well fitted curve in the direction sought with a large enough effect; inconclusive means small, poorly fitted or top-dose-only effect, or another doubt; inactive means no such curve, though single readings can be large; an effect the other way counts as inactive or inconclusive. Potency means the concentration at half of the fitted maximal effect. Not all compounds are listed, so the mix of outcomes need not match the whole.

SMILES	Epigenetic reg	GAA spleen mod	NPSR antag	GAA inhib	ALDH1A1 inh	aGal spleen mod	Tau fluor counter	GAA glycogen
O=C(Cc1ccccc1)N[C@@H](Cc1ccccc1)C(=O)O	3.0%	3%	-4%	·	8%	18%	-8%	-8%
COc1cc(/C=C(\C#N)c2ccccn2)ccc1OCc1ccccc1	0.0%	11%	-30%	-4%	-8%	18%	-2%	-3%
COc1ccc(-n2c(C)c(C(C)=O)c(C(C)=O)c2C)cc1	-1.0%	-7%	-13%[46.1 µM]	11%	8%	0%	-3%	6%
S=c1[nH]nc(CCSCc2ccccc2)n1-c1ccccc1	0.0%	2%	-14%	9%	35µM*	4%	7%	?
NNc1nc2ccc(Cl)cc2s1	0.0%	-5%	-15%	-1%	35µM*	-1%	14µM*[quencher]	?
CCCn1c(C)nc2c(NCCN3CCCCC3)nc(C)nc21	-0.8%	7%	·	·	6%	-5%	-5%	·
O=Cc1cn(CC(=O)Nc2ccc(F)cc2)c2ccccc12	2.2%	-2%	21%	-7%	-1%	-3%	-9%	-2%
c1ccc2c(c1)Sc1ccccc1-n1cnnc1-2	0.2%	-27%	-14%[46.1 µM]	-4%	30%	0%	4%	2%
COc1ccc(C(=O)NN2C(=O)C3C(c4ccccc4)C=CC(c4ccccc4)C3C2=O)cc1 (stereo unspecified)	1.3%	-11%	-29%[46.1 µM]	-5%	?	-19%	?	-1%
Cc1ccccc1-c1ccc(C=Nc2c(C)n(C)n(-c3ccccc3)c2=O)o1	0.0%	4%	-19%[46.1 µM]	-11%	?	3%	-10%	16µM*
COC(=O)c1cc(NC(=O)CSc2nnc(CN3CCOCC3)n2C)ccc1Cl	2.4%	6%	-6%[46.1 µM]	-7%	?	17%	5%	2%
CCCC1CCC(=NNC(=O)CNc2ccc(OC)cc2)CC1 (stereo unspecified)	-0.9%	0%	3%	0%	-14%	-3%	-12%	7%
COc1cc(C(=O)Nc2ccc3c(c2)CCN3C(C)=O)cc(OC)c1OC	4.0%	2%	15%	-4%	-3%	5%	0%	-1%
O=c1[nH]c2ccccc2c(O)c1-[n+]1ccccc1	0.1%	0%	55%	·	·	0%	-7%	5%
COc1nn(CC(=O)N2N=C(C(F)F)CC2(O)C(F)F)cc1[N+](=O)[O-] (stereo unspecified)	0.0%	-7%	0%	-15%	6%	-2%	-1%	2%
CCCOc1ccc(/C(O)=C2/C(=O)C(=O)N(CCCn3ccnc3)C2c2ccc(C)o2)cc1 (stereo unspecified)	-1.0%	-12%	-1%	·	·	-10%	1%	-1%
S=C(NCc1ccc2c(c1)OCO2)Nc1ccc(-c2nc3ccccc3[nH]2)cc1	-0.3%	-3%	-16%	5%	?	-6%	13µM*[quencher]	-16%
Cc1ccc(CNC(=O)CN2CCN(Cc3ccc(C)cc3)C2=O)cc1	1.2%	-5%	-3%[46.1 µM]	-9%	5%	-6%	-2%	3%
O=C(CCc1nnc(-c2ccsc2)o1)N1CCc2c(Cl)cccc2C1	1.0%	-8%	-9%	2%	8%	-13%	-13%	18%
O=C(O)CN1C(=O)S/C(=C\c2cccnc2)C1=O	-1.8%	4%	5%	·	·	-6%	-11%	3%

Reformatted with two lines to a compound: part of the list above
The line under a structure holds: Epigenetic reg, GAA spleen mod, NPSR antag, GAA inhib, ALDH1A1 inh, aGal spleen mod, Tau fluor counter, GAA glycogen
- COC(=O)c1cc(NC(=O)CSc2nnc(CN3CCOCC3)n2C)ccc1Cl
    2.4%, 6%, -6%[46.1 µM], -7%, ?, 17%, 5%, 2%
- CCCC1CCC(=NNC(=O)CNc2ccc(OC)cc2)CC1 (stereo unspecified)
    -0.9%, 0%, 3%, 0%, -14%, -3%, -12%, 7%

Going on with the list:
SMILES	Epigenetic reg	GAA spleen mod	NPSR antag	GAA inhib	ALDH1A1 inh	aGal spleen mod	Tau fluor counter	GAA glycogen
COc1ccc(OC)c(S(=O)(=O)Nc2cccc(F)c2)c1	-2.1%	2%	-2%[46.1 µM]	-4%	-6%	6%	-4%	-1%
COC(=O)C(Cc1ccc(OC(=O)c2ccccc2C)cc1)N1Cc2ccccc2C1=O (stereo unspecified)	0.4%	-4%	?	-22%	-2%	1%	-22%	-11%
CC(C)Cn1c(-c2ccccc2F)n[nH]c1=S	-2.0%	-3%	-14%[46.1 µM]	0%	-12%	1%	4%	-1%
O=C(NCc1ccc(F)cc1)c1cc2c(s1)CCCC2	-1.4%	-4%	-10%[46.1 µM]	10%	?	-2%	-17%	-6%
CO/C(N)=C(\C#N)N=Cc1ccccc1Cl	5.6%	·	5%	-6%	-8%	5%	-16%	?
O=C(O)CC1=C(Nc2ccccc2)C(=O)N(c2ccccc2)C1c1ccc(Cl)cc1 (stereo unspecified)	-1.6%	6%	59%	-3%	?	-16%	-6%	2%
NC(=O)C(c1ccccc1)C1CCCCC1 (stereo unspecified)	4.8%	-4%	-2%[46.1 µM]	-4%	9%	-23%	-4%	2%
Cc1ccccc1CN(c1ccc(C(=O)NCC2CCCO2)cc1)S(C)(=O)=O (stereo unspecified)	1.1%	-2%	9%	-6%	11%	0%	5%	2%
CCOC(=O)C(=Cc1ccc(-n2cncn2)cc1)C(=O)OCC	-4.4%	-3%	-53%	-1%	-7%	-5%	0%	-2%
COc1cc([N+](=O)[O-])ccc1NC(=O)CSc1nnc(C)c(C)n1	-3.4%	-1%	14%	-13%	-4%	-1%	-21%	0%

Filtered by structure, the entries above containing an NH in an aromatic ring (4)
SMILES	Epigenetic reg	GAA spleen mod	NPSR antag	GAA inhib	ALDH1A1 inh	aGal spleen mod	Tau fluor counter	GAA glycogen
S=c1[nH]nc(CCSCc2ccccc2)n1-c1ccccc1	0.0%	2%	-14%	9%	35µM*	4%	7%	?
O=c1[nH]c2ccccc2c(O)c1-[n+]1ccccc1	0.1%	0%	55%	·	·	0%	-7%	5%
S=C(NCc1ccc2c(c1)OCO2)Nc1ccc(-c2nc3ccccc3[nH]2)cc1	-0.3%	-3%	-16%	5%	?	-6%	13µM*[quencher]	-16%
CC(C)Cn1c(-c2ccccc2F)n[nH]c1=S	-2.0%	-3%	-14%[46.1 µM]	0%	-12%	1%	4%	-1%

Next section.
SMILES	Epigenetic reg	GAA spleen mod	NPSR antag	GAA inhib	ALDH1A1 inh	aGal spleen mod	Tau fluor counter	GAA glycogen
Cc1ccc(Cl)cc1NC(=O)CC(O)(C(F)(F)F)C(F)(F)F	0.0%	-6%	29%[46.1 µM]	2%	0%	-4%	-3%	0%
COc1ccccc1C1CN(c2ccc(F)cc2F)N=C1c1cccs1 (stereo unspecified)	-2.4%	?	-10%[46.1 µM]	?	?	?	?	-6%
C/C(=N\Nc1ccc([N+](=O)[O-])cc1[N+](=O)[O-])C(C)(C)C(C(=O)O)C(=O)O	-1.0%	1%	13%	-3%	1%	-1%	-8%	-19%
O=C(Nc1cc(C(F)(F)F)ccc1Cl)C(Sc1nnc(-c2cccs2)o1)c1ccccc1 (stereo unspecified)	0.0%	-6%	0%[46.1 µM]	7%	1µM*	-2%	?	?
CCCN1C(=O)c2cc(C(=O)NC3CCCCCC3)ccc2C1O (stereo unspecified)	0.0%	1%	0%[46.1 µM]	3%	16µM*	-1%	-5%	-5%
Cc1ccccc1CSc1nnc(C)c(=O)[nH]1	-0.8%	-8%	-13%[46.1 µM]	6%	?	-23%	3%	2%
COc1ccc(Nc2nc(N3CCCCC3)nc(N3CCCCC3)n2)c(OC)c1	-7.2%	3%	-6%[46.1 µM]	-10%	10%	1%	-8%	4%
CC(C)=C1C2CCC1C1C(=O)N(c3nc(-c4ccc(C(C)C)cc4)c(C)s3)C(=O)C21 (stereo unspecified)	-1.2%	1%	?	4%	-1%	8%	-7%	-10%
CC(=O)N(C(C)=O)c1cccc2c(N(C(C)=O)C(C)=O)cccc12	0.0%	2%	-8%[46.1 µM]	?	4%	5%	-2%	6%
Cc1cc(SCC(=O)NCCC2=CCCCC2)nc2ccccc12	0.0%	-2%	-32%	2%	34%[activator]	-9%	5%	7%

Single values from the list.
For ALDH1A1 inh, O=C(Nc1cc(C(F)(F)F)ccc1Cl)C(Sc1nnc(-c2cccs2)o1)c1ccccc1 (stereo unspecified) is entered as 1µM*
For GAA spleen mod, C/C(=N\Nc1ccc([N+](=O)[O-])cc1[N+](=O)[O-])C(C)(C)C(C(=O)O)C(=O)O is entered as 1%

Next part:
SMILES	Epigenetic reg	GAA spleen mod	NPSR antag	GAA inhib	ALDH1A1 inh	aGal spleen mod	Tau fluor counter	GAA glycogen
CCCCCNC(=O)CN(c1ccc2c(c1)OCO2)S(C)(=O)=O	3.5%	-4%	-5%[46.1 µM]	3%	-1%	-12%	0%	-11%
CCOC(=O)CSc1nnc(CNc2nc(-c3ccccc3)cs2)n1C	-1.1%	-7%	-3%[46.1 µM]	2%	-3%	-2%	-4%	-6%
CC(C)(C)c1ccc(/C=C/C(=O)NC2CCS(=O)(=O)C2)cc1 (stereo unspecified)	1.1%	-9%	19%	2%	-12%	-3%	-8%	-2%
O=C(C[n+]1cc(-c2ccc(F)cc2)n2c1CCC2)Nc1nc(-c2ccccc2)cs1	-1.3%	4%	-9%	-6%	1%	7%	8%	2%
O=C(C1CCN(S(=O)(=O)c2cccnc2)CC1)N1CCN(c2cccc(Cl)c2)CC1	0.0%	-10%	-11%[46.1 µM]	-9%[15.4 µM]	7%	-8%	-7%	11%
O=C(N/N=C/c1ccc(OC2CSC2)cc1)c1ccc(CN2CCOCC2)cc1	2.3%	-3%	-4%	2%	-6%	4%	-10%	0%
Nc1ccccc1C(=O)NNC(=O)C(=O)/C=C(\O)c1ccccc1	1.3%	-1%	-7%	-5%	11%	4%	-10%	-14%
COc1ccc(Cn2c(-c3ccc(OC)cc3)nc3ccccc32)cc1	-0.8%	-1%	-27%[46.1 µM]	-4%	?	-1%	-8%	-6%
